UBC13 polyUb: blocks human UBC13 polyubiquitin chain formation. TR-FRET. inhibition, % at 20 µM. actives 0.47% (n = 330,000); in the data active = inhibition above about 45%, passing the limit was not always enough
SENP8 block-1: blocks human SENP8 cleavage of Nedd8 substrate; recombinant SENP8, Nedd8 substrate fluorescence; inhibition, % at 20 µM; actives 0.64% (n = 360,000); AID 602440; in the data active = inhibition mostly above about 40%, no sharp cut-off; inactive = mostly below about 27%
Target sequence (Q96LD8 whole entry, looked up): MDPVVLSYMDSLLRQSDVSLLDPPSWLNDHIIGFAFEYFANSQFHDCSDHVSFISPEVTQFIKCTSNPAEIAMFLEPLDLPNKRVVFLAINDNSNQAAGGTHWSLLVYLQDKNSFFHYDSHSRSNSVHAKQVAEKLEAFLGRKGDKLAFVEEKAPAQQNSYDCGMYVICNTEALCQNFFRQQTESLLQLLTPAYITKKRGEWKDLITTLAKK
HKDC1 inh: blocks human hexokinase HKDC1 activity. recombinant HKDC1, G6PDH/diaphorase resazurin coupled fluorescence. inhibition, % at 20 µM. actives 0.16% (n = 340,000). AID 493160;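 active = inhibition above about 35% when tested at 20 µM, limit read from the data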;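 also: plate controls were DMSO wells with enzyme for no effect and DMSO wells lacking enzyme for full effect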
Target sequence (Q2TB90 whole entry, looked up): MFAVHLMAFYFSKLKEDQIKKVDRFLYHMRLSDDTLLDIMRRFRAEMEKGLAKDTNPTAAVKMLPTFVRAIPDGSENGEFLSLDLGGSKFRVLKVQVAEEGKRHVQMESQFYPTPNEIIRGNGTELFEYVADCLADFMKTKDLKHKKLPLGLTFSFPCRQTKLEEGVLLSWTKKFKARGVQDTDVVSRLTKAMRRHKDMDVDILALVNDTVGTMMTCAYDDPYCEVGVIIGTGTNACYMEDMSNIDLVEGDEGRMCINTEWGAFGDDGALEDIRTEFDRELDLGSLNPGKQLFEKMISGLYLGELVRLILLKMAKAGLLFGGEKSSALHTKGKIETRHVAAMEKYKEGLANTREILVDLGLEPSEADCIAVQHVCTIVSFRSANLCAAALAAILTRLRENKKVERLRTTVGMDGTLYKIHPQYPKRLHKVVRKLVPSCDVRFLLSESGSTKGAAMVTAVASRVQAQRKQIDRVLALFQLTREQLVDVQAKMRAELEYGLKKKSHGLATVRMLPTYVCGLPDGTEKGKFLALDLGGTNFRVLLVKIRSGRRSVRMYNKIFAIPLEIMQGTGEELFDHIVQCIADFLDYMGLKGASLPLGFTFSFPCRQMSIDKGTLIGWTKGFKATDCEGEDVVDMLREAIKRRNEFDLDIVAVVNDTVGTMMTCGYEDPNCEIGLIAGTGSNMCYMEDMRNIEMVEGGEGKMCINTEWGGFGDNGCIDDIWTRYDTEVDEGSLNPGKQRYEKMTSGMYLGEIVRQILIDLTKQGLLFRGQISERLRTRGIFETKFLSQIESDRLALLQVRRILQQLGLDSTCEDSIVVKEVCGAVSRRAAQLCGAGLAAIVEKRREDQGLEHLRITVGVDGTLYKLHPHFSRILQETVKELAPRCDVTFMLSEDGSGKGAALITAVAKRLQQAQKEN
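Test system: HK5 enzyme. Quantity: 5 µg/mL HK5 final. Reagent: glucose and ATP substrates. Schedule: 90 min reaction incubation at room temperature, dark. Technique: resazurin-to-resorufin fluorescence via G6PDH and diaphorase coupling, 525/613 nm. Control set: DMSO wells with and without enzyme mix.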
SENP1 inh: inhibitors of human SENP1 SUMO protease catalytic domain; recombinant SENP1 catalytic domain, CyPet-SUMO1-YPet FRET cleavage; inhibition, % at 10 µM; actives 0.21% (n = 360,000);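 active = inhibition at least 30% at 10 µM, raw YFP signal under a set limit, fluorescence ratio 0.5 to 1.5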;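 also: 0% = enzyme with DMSO and 100% = no enzyme wells; some results filed as inactive read as strong as hits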
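system = hSENP1 catalytic domain, recombinant | reagent = SFCypet-SUMO1-SFYpet substrate at 25 nM | doses = one dose per compound, 10 µM, 0.5% DMSO | incubation = enzyme reaction for 50 min at room temperature, dark | measured by = FRET, CFP and YFP emission | controls = no-enzyme low, enzyme-DMSO high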
SENP8 block-2: inhibitors of human SENP8 protease; AID 2540; actives 1.2% (n = 330,000); inhibition, % at 10 µM; purified SENP8, Z-RLRGG-aminoluciferin cleavage, luminescence; Q96LD8; in the data active = inhibition above about 50%
SENP6 block: SENP6 protease inhibition; Q9GZR1; actives 1.8% (n = 330,000); inhibition, % at 10 µM; Recombinant SENP6 catalytic domain, aminoluciferin luminescence;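 active = inhibition above about 50% at the single tested dose, limit read from the data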;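 also: plate controls were DMSO wells with enzyme for no effect and DMSO wells lacking enzyme for full effect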
PfGluPho inh: PfG6PD (Plasmodium falciparum) enzyme inhibition | PfGluPho enzyme, NADPH resazurin-diaphorase fluorescence | inhibition, % at 20 µM | actives 0.78% (n = 350,000) | AID 504690;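 active = inhibition reaching at least a set limit at 20 µM in the primary screen, cut at about 59% in these data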;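 also: 0% = DMSO wells with substrate and 100% = DMSO wells lacking glucose-6-phosphate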
beta cell repl: MIN6 beta-cell proliferation induction | MIN6 cells proliferation, ATPlite luminescence, 48 h; cells starved in 0.2% serum; 100% = growth in 10% serum | proliferation, % at 10 µM | actives 0.29% (n = 330,000) | AID 2380;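 active = compounds whose signal lies at least 3.5 SD above the mean of all wells on their plate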;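 also: 0% = DMSO-treated cells in low-serum medium and 100% = 10% serum control; some compounds called inactive have numbers as strong as hits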
SENP7 inh: blocks the human protease SENP7; inhibition, % at 5 µM; Q9BQF6; recombinant SENP7, Z-RLRGG-aminoluciferin luminescence, 40 min; actives 1.5% (n = 330,000);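 active = inhibition above about 50% at the single test dose, limit read from the data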;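 also: plate controls were DMSO with enzyme for no effect and no enzyme buffer wells for full effect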
Starred values were filed as active, the others as inactive; i = inactive; x = no result given.

SMILES	UBC13 polyUb	SENP8 block-1	HKDC1 inh	SENP1 inh	SENP8 block-2	SENP6 block	PfGluPho inh	beta cell repl	SENP7 inh
Cc1ccc(/C=C/C(=O)Nc2sc3c(c2C#N)CCCC3)o1	1	-388	11	-29	4	0	10	-6	8
O=C1CCCCN1CCCC(=O)N1CCCC(Nc2ccc(F)cc2)C1 (stereo not given)	0	13	4	2	6	14	-3	2	-1
C/C(=N/NC(=O)c1cccs1)c1ccc(N2CCOCC2)cc1	2	-30	-12	2	1	1	0	-1	-6
Cc1ccc(OCCOC(=O)Nc2ccccc2)cc1	-4	5	-13	3	-12	-5	5	0	1
CC(C)COc1ccc(C(=O)Nc2ccc(SC(F)F)cc2)cc1	1	5	-7	-1	-3	-20	6	-1	17
Cc1cc(C)c2[nH]c(=O)c(CN(CC3CCCO3)C(=S)Nc3ccccc3)cc2c1 (stereo not given)	-4	-36	7	0	-9	-2	0	0	-7
OCC[C@@H]1C[C@@H](O)[C@H](O)[C@]2(CCCc3ccccc3O2)O1	-3	11	1	0	-1	-1	-6	14*	2
CS(=O)(=O)N(CC(=O)N1CCOCC1)c1cccc(F)c1	-6	12	-6	3	-5	-6	9	1	-6
Cc1cc(C)n2nc(N)c(N=Nc3cccc(Cl)c3)c2n1	-29	32	14	2	-10	-30	17	-1	7
Cc1ccc(O)c(CNc2cnc3ccccc3c2)c1	17	-332	8	-7	-16	-8	17	2	-5
CCOC(=O)c1sc(-c2ccccc2)nc1C	6	15	5	2	12	31	-8	3	23
O=C(Nc1ccc(SC(F)F)cc1)c1ccccc1F	3	16	3	0	20	50*	9	-4	17
Cc1cccc(N2CC(C(=O)Nc3ccc4c(c3)OCO4)CC2=O)c1C (stereo not given)	8	24	2	-2	1	-17	7	-1	5
Cc1nn(-c2ccccc2)c2sc(C(=O)OCc3nnc(-c4ccccc4)o3)cc12	6	-298	4	-1	-3	8	16	-4	7
Cc1cccc(C)c1NC(=O)C(c1ccccc1)N1CC(=O)Nc2ccccc21 (stereo not given)	6	-13	1	-5	-9	-4	10	-1	-13
C=C(C)Cn1c(SCC(=O)O)nnc1-c1ccccc1	1	9	0	2	4	-13	6	-3	4
CC(=O)c1ccc(S(=O)(=O)N2CCN(CC(=O)Nc3ccnn3C3CCCC3)CC2)cc1	x	12	-5	1	x	x	2	x	x
COc1cc(C2=NOC(C(=O)Nc3ccc(C)cc3)C2)cc(OC)c1OC (stereo not given)	-11	-2	-7	1	0	0	9	-1	-3
Cc1nn(CC(=O)NCCC2=CCCCC2)c(C)c1S(=O)(=O)N(C)C	7	1	-2	1	8	-4	-14	2	0
CCS(=O)(=O)NCc1cn2ccsc2n1	5	19	-7	0	6	-6	1	-1	5
CCOC(=O)N1CCN(C(=O)C2CCN(C(=O)Nc3ccccc3)CC2)CC1	-6	7	9	-1	13	1	-15	2	3
CCOc1cc(CNCCSc2nnnn2C)cc(Br)c1OCc1ccccc1F	12	17	-1	-1	-3	-41	5	-4	2
O=C(Cn1nc(-c2ccccc2)ccc1=O)N1CCOCC1	6	7	-2	-1	8	4	3	0	-1
COc1ccccc1C1=Nn2c(nnc2C2CCCCC2)SC1	-12	1	1	4	-4	-12	-1	-1	-7
CCOC(=O)N1CCN(C(=O)CCc2ccccc2)CC1	-5	16	-3	1	-10	-12	6	-2	-12

Rewritten comma-delimited: part of the list above
Structure,UBC13 polyUb,SENP8 block-1,HKDC1 inh,SENP1 inh,SENP8 block-2,SENP6 block,PfGluPho inh,beta cell repl,SENP7 inh
Cc1cc(C)c2[nH]c(=O)c(CN(CC3CCCO3)C(=S)Nc3ccccc3)cc2c1 (stereo not given),-4,-36,7,0,-9,-2,0,0,-7
O=C1CCCCN1CCCC(=O)N1CCCC(Nc2ccc(F)cc2)C1 (stereo not given),0,13,4,2,6,14,-3,2,-1

Further structures follow:
SMILES	UBC13 polyUb	SENP8 block-1	HKDC1 inh	SENP1 inh	SENP8 block-2	SENP6 block	PfGluPho inh	beta cell repl	SENP7 inh
CCc1nn2c(=O)cc(COC(=O)c3cc(Cl)c(OC)c(OC)c3)nc2s1	-8	8	-3	2	0	7	11	-1	-1
CCOC(=O)CN(C(=O)Cn1nnc2ccccc21)C(C(=O)NCCOC)c1ccccc1 (stereo not given)	2	28	6	3	-3	-12	9	2	0
COc1ccc(C(=O)NNC(=O)c2ccc(C)cc2)cc1S(=O)(=O)N1CCCC1	11	16	-5	3	0	20	-5	-4	-4
CC(C)CCNC(=O)Cc1c(C(=O)O)[nH]c2ccc(Cl)cc12	-10	23	-3	-2	1	-1	-18	-2	-2
COCCn1nnnc1C(C(C)C)N1CCC(Cc2ccccc2)CC1 (stereo not given)	-1	12	-5	-10	6	6	0	-2	-5
COc1c2ccc(C(=O)NCc3cc(C(F)(F)F)cc(C(F)(F)F)c3)cc2nn1C	14	i	0	1	0	-9	15	-3	-13
Cc1ccc(S(=O)(=O)N2CCN(Cc3nnc(-c4c(-c5ccccc5)noc4C)o3)CC2)cc1	8	6	1	0	1	6	11	0	0
COC(=O)c1[nH]c2ccc(C)cc2c1NC(=O)c1ccccc1[N+](=O)[O-]	-6	3	17	1	-6	-7	29	0	6
CN(CCc1ccccc1)C(=O)c1ccc(NC(=O)Cc2ccc(NC(=O)C3CCCN(C(=O)C4CCCC4)C3)cc2)cc1 (stereo not given)	x	0	-3	1	x	x	-15	x	x
Cc1cc(NS(=O)(=O)c2ccc(NC(=O)Nc3ccccc3)cc2)no1	-8	20	9	1	23	54*	-23	-3	33
O=C(NC12CC3CC(CC(C3)C1)C2)c1cc2nc(-c3ccco3)cc(C(F)(F)F)n2n1	-10	-450	1	-16	-1	-17	10	-4	1
CCCc1cc(NCc2ccccn2)n2c(nc3ccccc32)c1C#N	10	-423	12	-60	2	7	12	-2	-3
O=C(Oc1c(-c2ccccc2)c(=O)n2c3c(cccc13)CC2)c1cccc([N+](=O)[O-])c1	4	-24	13	2	-7	-10	25	-4	-11
CCc1nc2oc3ccccc3c(=O)c2c(=O)n1-c1ccc(C)cc1	0	20	11	-22	13	1	3	2	3
Cc1csc(NC(=O)C2CCN(S(=O)(=O)c3ccc4c(c3)oc(=O)n4C)CC2)n1	9	4	2	4	8	1	-12	-4	1
COc1ccc(-c2cc(C(F)(F)F)n3nc(C(=O)N4CCCC4)cc3n2)cc1	22	i	4	-35	8	-15	-7	0	-1
CCc1ccc(-c2nn(-c3ccccc3C)cc2C(=O)N2CCN(C3CCS(=O)(=O)C3)CC2)cc1 (stereo not given)	-11	2	-7	1	-3	2	8	-3	-11
COc1ccc(CNC(=O)C2CCN(S(=O)(=O)c3ccc4nc5c(c(C(=O)O)c4c3)CC(C)CC5)CC2)cc1 (stereo not given)	-10	-12	1	-7	4	-6	1	-1	3
Clc1ccc(CSc2nnc(-c3ccncc3)o2)c(Cl)c1	0	12	4	4	-10	-3	-19	2	-5
O=C(O)c1ccc(CSc2n[nH]c(-c3ccco3)n2)cc1	1	-10	4	1	7	8	-14	-2	8
CCSc1nc2sc3c(c2c2nnc(SCC(=O)NCc4ccco4)n12)CCCC3	-7	x	x	x	5	-5	x	-5	-2
Cc1ccc(N=Cc2nc(/C=C/c3cccc([N+](=O)[O-])c3)oc2O)cc1	-48	20	-13	-27	-6	-3	5	-6	-1
CC(=O)c1ccc(OCC(=O)N2CCCC2c2ccc3c(c2)OCCCO3)cc1 (stereo not given)	13	11	7	2	7	0	-9	-4	-4
Nc1cccc(-n2cccc2)c1	-4	6	7	-3	-12	-13	-8	-4	-2
CN(C(=O)c1cccc(NC(=O)Cc2ccc([N+](=O)[O-])cc2)c1)C1CCC1	15	20	-2	6	4	15	3	-2	5

Additional structures follow:
SMILES	UBC13 polyUb	SENP8 block-1	HKDC1 inh	SENP1 inh	SENP8 block-2	SENP6 block	PfGluPho inh	beta cell repl	SENP7 inh
COc1ccc(C2C(C#N)=C(N)Oc3n[nH]c(C)c32)cc1Cn1nc(C)c([N+](=O)[O-])c1C (stereo not given)	12	-71	-4	1	-6	-27	3	-3	-3
CS(=O)(=O)N1CCC(C(=O)Nc2cc(Cl)ccc2Cl)CC1	-2	19	-4	1	12	16	12	0	3
O=C(NNS(=O)(=O)c1ccc(Cl)cc1)c1cc(-c2ccccc2)nc2ccccc12	0	-42	0	1	-6	0	-21	0	-2
O=C(c1cc(-c2ccc3c(c2)OCO3)on1)N1CCN(c2ccccc2)CC1	4	2	12	1	7	-1	12	-4	0
COc1cccc(Nc2ncnc3ccccc23)c1	3	-33	-7	0	-9	-7	12	0	32
Cc1cnc2ncc3sccc3c2c1	-5	-5	17	-1	-12	-15	-24	0	-5
O=C1[C@@H]2[C@@H]3C[C@@H]([C@H]4ON=C(c5ccc(Cl)cc5)[C@@H]34)[C@@H]2C(=O)N1C1CCCCC1	-11	12	1	0	-7	-14	4	-5	0
CCN(CC)CCN(Cc1cc2cc3c(cc2[nH]c1=O)OCO3)C(=S)NCCCN(C)C	3	-306	-6	-3	-8	0	-3	-4	-9
CC(=O)c1ccc(NC(=O)COc2ccccc2C(=O)Nc2ccc(C)cn2)cc1	0	0	-6	-2	-11	-2	-4	1	8
Cc1cc(=O)[nH]c2c1c(C)nn2C1CCOC(C)(C)C1 (stereo not given)	0	13	5	1	-5	-21	4	-3	11
Cc1ccc(C2=NN(C(=O)CCCC(=O)O)C(c3ccc4c(c3)OCO4)C2)cc1 (stereo not given)	-7	18	-1	-2	-15	-11	-17	-3	13
CCC1(O)CC(c2ccccc2)=NN1C(=O)c1ccccc1F (stereo not given)	-5	36	-7	2	-10	-7	4	-3	-11
CCC1CCCCN1C(=O)c1nn2cccnc2c1Cl (stereo not given)	0	-15	-8	-4	-1	-12	5	-1	-1
CCOC(=O)C1CCN(C(=O)CNC(=O)Cn2c(C)cc3ccccc3c2=O)CC1	-3	-85	-8	3	4	1	11	3	6
Cc1cc(C(=O)N/N=C/c2cc([N+](=O)[O-])ccc2O)c2ccccc2n1	-41	4	-19	-38	-1	-7	4	-1	-8
COc1cc(/C=N/NC(=O)c2cccs2)ccc1O	8	35	0	3	-1	20	14	0	6
Cn1nc(C(=O)OCC(=O)Nc2ccc(S(N)(=O)=O)cc2)c2ccccc2c1=O	-6	17	-3	-1	-1	14	-8	-2	3
Cc1ccc(O)c(N=Nc2ccc(S(=O)(=O)N3CCCC3)cc2)c1	-13	18	-7	3	-3	14	-3	1	17
Cc1c(Cl)c(C(=O)NC2CCCC2)nn1C	4	9	-3	2	-6	-11	-2	-1	-4
O=C(CN1CCN(Cc2ccccc2)CC1)Nc1nnc(C(F)(F)F)s1	-17	16	-3	1	-6	11	-24	-2	-12
CC(=O)Nc1ccc(NC(=O)C(C)OC(=O)c2ccc3c(c2)OCCO3)cc1 (stereo not given)	7	-2	-6	5	1	-16	-6	2	-3

3 compounds from above, reduced to SENP1 inh.
compound	SENP1 inh
CCOC(=O)N1CCN(C(=O)CCc2ccccc2)CC1	1
CCc1nn2c(=O)cc(COC(=O)c3cc(Cl)c(OC)c(OC)c3)nc2s1	2
CCOC(=O)CN(C(=O)Cn1nnc2ccccc21)C(C(=O)NCCOC)c1ccccc1 (stereo not given)	3

Entries above printed as active in SENP6 block:
Compound	UBC13 polyUb	SENP8 block-1	HKDC1 inh	SENP1 inh	SENP6 block	PfGluPho inh	SENP7 inh
O=C(Nc1ccc(SC(F)F)cc1)c1ccccc1F	3	16	3	0	50*	9	17
Cc1cc(NS(=O)(=O)c2ccc(NC(=O)Nc3ccccc3)cc2)no1	-8	20	9	1	54*	-23	33

Screening data: PubChem, Sanford-Burnham Center for Chemical Genomics
